# High-throughput results from PubChem BioAssay.
# Pf apPOL inh = Pf-apPOL DNA polymerase inhibition | AID 1794808 | inhibition, % at 10 µM | actives 0.25% (n = 210,000) | Recombinant Pf-apPOL, molecular beacon fluorescence, 1.5 h
# mHTT CaM bind = disrupts binding of mutant huntingtin to calmodulin. AID 1671202. inhibition, % at 15 µM. actives 3.6% (n = 190,000). AlphaScreen His-mHTT/GST-CaM binding, luminescence;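 note: 0% = both proteins with DMSO and 100% = one protein alone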
# Target sequence (P42858 whole entry, looked up, stated change not applied): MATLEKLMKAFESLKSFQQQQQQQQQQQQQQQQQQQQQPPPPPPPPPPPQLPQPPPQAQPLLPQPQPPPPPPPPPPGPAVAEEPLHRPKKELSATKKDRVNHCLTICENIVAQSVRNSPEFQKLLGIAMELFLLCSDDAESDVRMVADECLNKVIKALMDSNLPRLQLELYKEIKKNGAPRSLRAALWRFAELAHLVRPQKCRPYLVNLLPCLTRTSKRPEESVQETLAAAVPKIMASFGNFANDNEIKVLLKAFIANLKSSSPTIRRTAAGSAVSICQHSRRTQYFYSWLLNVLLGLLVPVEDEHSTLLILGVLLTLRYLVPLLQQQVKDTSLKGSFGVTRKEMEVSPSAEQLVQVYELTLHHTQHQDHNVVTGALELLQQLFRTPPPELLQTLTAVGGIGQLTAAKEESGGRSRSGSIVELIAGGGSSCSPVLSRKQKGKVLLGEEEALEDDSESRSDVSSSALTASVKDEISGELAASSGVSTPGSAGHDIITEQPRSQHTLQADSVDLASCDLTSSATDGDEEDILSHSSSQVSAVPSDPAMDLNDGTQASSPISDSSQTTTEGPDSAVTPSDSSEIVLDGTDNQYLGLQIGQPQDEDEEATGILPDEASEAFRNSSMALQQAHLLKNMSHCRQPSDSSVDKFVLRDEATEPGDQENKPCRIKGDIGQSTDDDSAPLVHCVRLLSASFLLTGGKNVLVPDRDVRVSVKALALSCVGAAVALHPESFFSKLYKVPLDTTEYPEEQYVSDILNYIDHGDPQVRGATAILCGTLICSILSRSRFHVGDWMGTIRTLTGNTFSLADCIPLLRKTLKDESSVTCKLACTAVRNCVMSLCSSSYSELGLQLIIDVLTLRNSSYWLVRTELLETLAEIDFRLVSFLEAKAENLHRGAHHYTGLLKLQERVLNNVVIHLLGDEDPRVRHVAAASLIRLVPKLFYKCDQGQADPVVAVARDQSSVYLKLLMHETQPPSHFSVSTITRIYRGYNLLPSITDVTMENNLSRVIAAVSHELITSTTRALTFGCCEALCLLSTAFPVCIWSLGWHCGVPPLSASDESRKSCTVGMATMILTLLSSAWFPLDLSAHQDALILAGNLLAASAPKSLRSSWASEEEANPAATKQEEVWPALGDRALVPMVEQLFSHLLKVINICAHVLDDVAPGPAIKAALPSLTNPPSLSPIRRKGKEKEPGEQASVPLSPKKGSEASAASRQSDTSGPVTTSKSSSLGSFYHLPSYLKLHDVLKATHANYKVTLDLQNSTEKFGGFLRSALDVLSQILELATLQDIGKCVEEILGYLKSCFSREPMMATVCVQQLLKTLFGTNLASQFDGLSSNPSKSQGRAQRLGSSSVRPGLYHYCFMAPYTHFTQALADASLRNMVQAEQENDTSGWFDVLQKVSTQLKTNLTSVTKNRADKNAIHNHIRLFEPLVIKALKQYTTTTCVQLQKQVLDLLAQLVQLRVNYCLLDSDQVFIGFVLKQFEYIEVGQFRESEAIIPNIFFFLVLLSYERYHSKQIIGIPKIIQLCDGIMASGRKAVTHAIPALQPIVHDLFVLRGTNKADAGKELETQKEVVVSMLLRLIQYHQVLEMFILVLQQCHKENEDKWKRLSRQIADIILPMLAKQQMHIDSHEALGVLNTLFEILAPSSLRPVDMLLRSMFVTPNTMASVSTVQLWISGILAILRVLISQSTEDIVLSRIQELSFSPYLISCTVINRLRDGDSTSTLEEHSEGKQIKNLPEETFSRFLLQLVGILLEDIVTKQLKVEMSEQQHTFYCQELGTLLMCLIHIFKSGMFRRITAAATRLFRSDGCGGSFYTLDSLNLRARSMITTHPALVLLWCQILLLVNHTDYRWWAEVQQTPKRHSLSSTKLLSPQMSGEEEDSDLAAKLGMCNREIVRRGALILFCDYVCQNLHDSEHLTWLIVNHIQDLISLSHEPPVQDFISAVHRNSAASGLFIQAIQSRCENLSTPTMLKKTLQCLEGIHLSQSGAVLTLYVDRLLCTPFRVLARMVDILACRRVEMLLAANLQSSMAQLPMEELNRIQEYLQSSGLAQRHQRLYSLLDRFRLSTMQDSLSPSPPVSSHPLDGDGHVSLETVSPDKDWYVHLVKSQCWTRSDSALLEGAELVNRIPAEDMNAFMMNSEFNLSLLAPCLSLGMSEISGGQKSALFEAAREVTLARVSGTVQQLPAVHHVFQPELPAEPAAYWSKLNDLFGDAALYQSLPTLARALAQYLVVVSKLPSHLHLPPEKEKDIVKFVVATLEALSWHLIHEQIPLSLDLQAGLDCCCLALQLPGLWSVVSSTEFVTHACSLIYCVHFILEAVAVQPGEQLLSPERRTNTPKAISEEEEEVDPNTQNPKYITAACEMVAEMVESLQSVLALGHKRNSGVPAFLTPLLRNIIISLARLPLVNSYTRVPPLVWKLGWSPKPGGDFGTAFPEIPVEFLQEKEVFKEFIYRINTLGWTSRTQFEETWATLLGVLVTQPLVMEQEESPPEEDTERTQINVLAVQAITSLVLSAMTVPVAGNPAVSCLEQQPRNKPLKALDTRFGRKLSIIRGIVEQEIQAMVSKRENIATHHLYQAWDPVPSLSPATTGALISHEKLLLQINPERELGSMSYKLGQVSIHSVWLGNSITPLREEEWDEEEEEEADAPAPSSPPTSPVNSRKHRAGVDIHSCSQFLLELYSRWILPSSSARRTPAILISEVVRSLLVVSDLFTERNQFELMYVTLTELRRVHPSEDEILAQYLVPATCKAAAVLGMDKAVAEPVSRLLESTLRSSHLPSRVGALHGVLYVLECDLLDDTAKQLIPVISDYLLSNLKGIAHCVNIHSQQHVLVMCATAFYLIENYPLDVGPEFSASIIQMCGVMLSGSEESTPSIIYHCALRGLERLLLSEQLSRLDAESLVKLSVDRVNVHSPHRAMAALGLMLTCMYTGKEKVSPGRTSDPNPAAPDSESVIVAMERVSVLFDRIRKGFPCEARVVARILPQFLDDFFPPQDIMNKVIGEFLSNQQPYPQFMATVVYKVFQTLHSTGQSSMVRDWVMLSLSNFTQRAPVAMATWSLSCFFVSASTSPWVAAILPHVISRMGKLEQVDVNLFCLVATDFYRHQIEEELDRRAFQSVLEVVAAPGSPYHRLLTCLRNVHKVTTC
# Starred values were filed as active, the others as inactive; . = no result given; & = joins results of further samples. Cut-off read from the data, not from the text of the source: active = inhibition above about 50%; inactive = the rest. An excerpt. The share of hits here may be higher or lower than overall.
no.	Compound	Pf apPOL inh	mHTT CaM bind
1	O=C(CCN1CCCC1)Nc1cccc(Br)c1	-3.2	-4.4
2	COc1ccccc1-c1coc2c3c(ccc2c1=O)OCN(c1cccnc1)C3	3.1	14.8
3	O=C(c1ccccc1C(F)(F)F)N1CCC2(C1)C(=O)Nc1ccccc12 (stereo unspecified)	-0.9	17.2
4	Cn1ccnc1SCC(=O)Nc1nn(-c2ccccc2)nc1C(N)=O	-3.3	6.0
5	CC(C)CCSc1nc(N2CCOCC2)c2c(c1C#N)CC(C)(C)OC2	-6.2	-9.0
6	CCOCCCNC(=O)c1cn(CC)c2nc(C)ccc2c1=O	-3.6	1.0
7	CCCCC(=O)Nc1ccc2c(c1)CC(C(=O)NCCCc1ccccc1)CO2 (stereo unspecified)	-0.2	-8.9
8	CCC(=O)N1CCC(COc2ccccc2C(=O)N2CCCCC2)CC1	-0.7	-3.9
9	N#CC1=C(N)C(C#N)(C#N)C(c2ccc(Cl)cc2)C2CSCC=C12 (stereo unspecified)	-5.7	26.0
10	CCC(C)NC(=O)c1ccc(CN2C(=O)COc3cc(C)ccc32)cc1 (stereo unspecified)	-2.4	44.4
11	Cc1ccc([N+](=O)[O-])cc1S(=O)(=O)N1CCCC(C)(C)C1	-6.9	3.6
12	O=C(c1ccccc1)N1CCCCC1CCN1CCOCC1 (stereo unspecified)	-15.5	0.3
13	CCCc1cc2c(=O)c(-c3ccc(C(=O)OCC)o3)c(C(=O)OCC)oc2cc1OC	-0.7	-6.6
14	Cc1ccnc(NS(=O)(=O)c2ccc(C(C)(C)C)cc2)c1	-2.0	100.3*
15	O=C(O)C1CCCN1C(=O)c1cncc(Br)c1 (stereo unspecified)	-4.5	-5.0
16	O=C(Nc1ccc2[nH]c(=O)[nH]c2c1)c1cncc(Br)c1	3.1	1.1
17	Cc1nc2sccn2c(=O)c1NC(=O)c1cccc(Cl)c1	-0.7	-5.1
18	Cc1ccccc1NCN1C(=O)C(=O)c2ccccc21	1.0	25.0
19	O=C(NCCSc1ncc(-c2ccccc2)[nH]1)NCc1ccc(F)cc1	-16.2	-3.6
20	CC(C)CNS(=O)(=O)/C=C/c1ccccc1CNC(=O)OC(C)(C)C	2.4	-1.8

# Fetched by compound from above, two records:
no.	Compound	Pf apPOL inh	mHTT CaM bind
6	CCOCCCNC(=O)c1cn(CC)c2nc(C)ccc2c1=O	-3.6	1.0
3	O=C(c1ccccc1C(F)(F)F)N1CCC2(C1)C(=O)Nc1ccccc12 (stereo unspecified)	-0.9	17.2

# Continuation.
no.	Compound	Pf apPOL inh	mHTT CaM bind
21	Cc1ccc(C)c(-c2noc(-c3c(O)c4ccccc4[nH]c3=O)n2)c1	-11.9	-6.8
22	O=C(O)CCc1ccccc1OC(=O)c1ccccc1	-1.7	.
23	Cc1cc(C)nc(NC(=O)CCCC(=O)O)c1	2.6	0.5
24	Cc1cc(C)c(NC(=O)C(C)NC2C3CC4CC(C3)CC2C4)c(C)c1 (stereo unspecified)	0.7	0.0
25	COc1ccc2oc(=O)c(-c3nnc(Nc4cc(F)ccc4C)s3)cc2c1	-6.8	-1.0
26	CC(=O)c1ccc(NC(=O)C2CCN(c3ncnc4c3nc3n4CCCCC3)CC2)cc1	-1.2	22.1
27	c1ccc(C[n+]2csc3ccccc32)cc1	.	15.5
28	COc1ccc(C2C3=C(NCCN=C3c3ccc(Cl)cc3)C(=O)N2c2ccccc2)cc1 (stereo unspecified)	-3.4	2.0
29	Cn1nc(CC(=O)Nc2c(F)cccc2F)c2ccccc2c1=O	-4.2	-7.0
30	Cc1cccc(CNC(=O)c2cc3n(n2)CCCN(Cc2ccc(F)cc2)C3=O)c1	15.0	4.7
31	CC1CCCC(N2CC(=O)N(C3CC3)C(c3ccc(F)cc3)C2=O)C1C (stereo unspecified)	-7.9	13.0
32	O=C(O)c1ccccc1N=Cc1nc(-c2ccccc2Br)oc1O	-6.2	7.0
33	COc1ccc(C2CC(c3ccc(Cl)cc3)Nc3nnnn32)cc1OC (stereo unspecified)	-6.0	5.8
34	CCOc1ccc(-n2nc(C(=O)N(C)c3ccccc3OCC)c3ccccc3c2=O)cc1	-4.0	15.0
35	Cc1ccc(C(=O)N2CCCC(c3n[nH]c(C4CC4)n3)C2)s1 (stereo unspecified)	-3.9	-2.2
36	COc1ccc(-c2c(NC(=O)C3CCCCC3)oc3c(C)cccc3c2=O)cc1OC	-6.8	8.5
37	CCCc1cc(C2CCCN2C(=O)Cc2ccc(OC)c(OC)c2)no1 (stereo unspecified)	-0.2	7.7
38	Cc1cccc(CCNC(=O)c2cn(CC(C)C)c(=O)c3c2c2ccccc2n3C)c1	-2.0	2.0
39	O=[N+]([O-])c1cccc(C=Nc2ccc3oc(-c4cccc(F)c4)nc3c2)c1	-4.6	-1.0
40	CC(/C=C1\N=C(c2ccc(F)cc2)OC1=O)=C\c1ccccc1	-4.6	7.0
41	O=C(Nc1nn[nH]n1)C(Sc1ccccc1)c1ccccc1 (stereo unspecified)	-4.5	-0.4
42	O=C(CCc1ccccc1)Nc1ccc([N+](=O)[O-])cc1O	-7.9	5.4
43	CCOC(=O)N1CCN(S(=O)(=O)c2cc([N+](=O)[O-])c(C)cc2C)CC1	-11.4	1.1
44	CCOc1cc(C(=O)NCCSc2c[nH]c3ccccc23)cc(OCC)c1OCC	7.4	12.0
45	COc1ccccc1CNS(=O)(=O)c1ccccc1[N+](=O)[O-]	4.2	-1.0
46	COC1=C(OC)C(=O)c2ccccc2C1=O	8.5	.
47	O=C(COc1ccc(C(F)(F)F)cc1[N+](=O)[O-])Nc1ccccc1Br	-0.7	-3.0
48	COc1ccc(Cl)cc1C(=O)Nc1ccc2c(c1)C(=O)NCCO2	3.9	10.6
49	Cc1cccc(NC(=O)N2CCC3(CC2)Nc2cc(F)ccc2-n2cccc23)c1	-0.2	55.0*
50	Cc1ccc(-n2cc(C(=O)N3CCCCCC3)nn2)cc1C	-2.6	-9.0
51	COc1ccccc1S(=O)(=O)N1CC(c2nc3ccccc3[nH]2)C1	-6.7	-13.0
52	CC(C)C(=O)N1CCCC(c2ccnc(-c3ccccc3)n2)C1 (stereo unspecified)	-3.4	1.7
53	CS(=O)(=O)N1CCCC(C(=O)Nc2nnc(CCSc3ccccc3)o2)C1 (stereo unspecified)	-1.9	5.9
54	Cc1noc(-c2cc(Br)cc(Br)c2O)n1	-3.9	6.0
55	COc1ccccc1CNC(=O)C1CC(=O)N(c2ccc(Br)cc2)C1 (stereo unspecified)	0.5&-10.4	-13.3&3.1
56	CN(C)C=NC1N=C(C2CC2)N(C)C(=O)N1 (stereo unspecified)	-5.1	.
57	Cc1ccc(N(CN2C(=O)c3ccccc3C2=O)C(=O)c2ccc([N+](=O)[O-])cc2[N+](=O)[O-])cc1	9.7	10.0
58	Cn1c(-c2cc3ccc(O)c(CN4CCCCCC4)c3oc2=O)nc2ccccc21	1.1	-2.0
59	CCN1C(=O)CCC2(CNC(=O)c3nn(CC)cc3Cl)CCCC12 (stereo unspecified)	-12.2	-4.8
60	O=C(CCCOc1ccc(Cl)cc1)Nc1cccc(C(=O)O)c1	-7.1	1.7
61	CCC(=O)Nc1c2c(nn1-c1ccccc1C)CS(=O)(=O)C2	-0.9	0.0
62	COc1cccc(-c2cc(CC#N)no2)c1	1.8	-19.6
63	Cc1cc(C)c(C(=O)Cc2ccccc2)c(=O)[nH]1	1.6	-9.0
64	COc1cc([N+](=O)[O-])ccc1-c1ccc(/C=C2/NC(=O)NC2=O)o1	-2.9	32.0
65	COc1ccc2oc(=Nc3ccc(Cl)cc3Cl)c(C(N)=O)cc2c1	2.8	1.0
66	CCCNS(=O)(=O)c1ccccc1I	-4.3	.
67	O=S(=O)(Nc1cccc(S(=O)(=O)N2CCCCCC2)c1)c1ccccc1	-9.8	1.7
68	COc1ccc(/C=C2\SC(=O)N(CCc3nnc(N)s3)C2=O)cc1	-5.6	3.0
69	COCC(=O)Nc1c(-c2ccc(C(F)(F)F)cc2)nc2ccccn12	-6.4	10.5
70	CCCCOc1ccc(NC(=O)c2cncc(Br)c2)cc1	-5.3	5.0

# Following part.
no.	Compound	Pf apPOL inh	mHTT CaM bind
71	Cc1ccc(C(=O)Nc2ccc(I)cc2)cc1	-5.6	-0.2
72	O[C@@H]1CN(CC2CCCCC2)[C@@H](c2ccc(Cl)cc2)C[C@H]1n1cc(-c2ccc(F)cc2)nn1	-1.1	-14.2
73	Nc1c(N)c(N)c(N)c(N)c1N	.	63.7*
74	Cc1cccc(-c2nc(C3CCN(S(=O)(=O)c4cccs4)CC3)no2)c1	-5.7	-6.6
75	Cc1c(Cl)c([N+](=O)[O-])nn1CCCC(=O)Nc1ccc(Cl)cc1Cl	-2.7	2.0
76	CC1CCN(C(=O)Cn2cnc3c2c(=O)n(C)c(=O)n3C)CC1	1.8	3.0
77	CCc1cccc(NC(=O)CN2CCc3ccccc3C2C(=O)N2CCCC2)c1 (stereo unspecified)	-4.1	8.9
78	COc1ccc(OC)c(CNC(=O)C2CCCN(c3nc4ccccc4o3)C2)c1 (stereo unspecified)	-15.1	18.0
79	CN(CC1CC(c2ccc(Cl)cc2)=NO1)C(=O)NC(C)(C)C (stereo unspecified)	-3.9	3.1
80	O=C(CCCN1CCC(O)(c2cccc(C(F)(F)F)c2)CC1)c1ccc(F)cc1	4.6	.
81	COc1cc(OC)cc(C(=O)NC2CC(O)C(CO)C2)c1 (stereo unspecified)	-8.3	-4.4
82	COc1ccc(C2=NN(/C(C)=C/C(C)=O)C(c3cccc([N+](=O)[O-])c3)C2)cc1 (stereo unspecified)	-4.8	5.4
83	C/C=C/C(=O)N1c2ccc(C)cc2C(C)=CC1(C)C	16.0	-21.0
84	CC(C)CN1C(=O)C(C)(C)COc2ccc(NC(=O)C34CC5CC(CC(C5)C3)C4)cc21	-6.1	12.7
85	COc1cc(OC)c(OC)cc1C=C1Oc2cc(O)ccc2C1=O	-0.1	-7.7
86	COc1cc(C2N(c3cccc(Cl)c3)C(=O)C3CCCN32)cc(OC)c1OC (stereo unspecified)	-4.2	22.2
87	Cc1ccc(-n2c(=O)n(CC(=O)NC3CCCCC3)c3cccnc32)cc1	1.9	7.4
88	CN(C)c1ccc(C(=O)N2CCc3c(c(-c4nc(-c5cccc(F)c5)no4)nn3C)C2)cc1	-1.3	26.0
89	O=S1(=O)CCC(N=Cc2ccc(-c3ccc(Cl)cc3)o2)C1 (stereo unspecified)	-0.4	2.0
90	NC(=NOC(=O)CCOc1ccc(F)cc1)c1ccc([N+](=O)[O-])o1	-2.7	.

# Molecules above with a cyano group (3):
no.	Compound	Pf apPOL inh	mHTT CaM bind
5	CC(C)CCSc1nc(N2CCOCC2)c2c(c1C#N)CC(C)(C)OC2	-6.2	-9.0
9	N#CC1=C(N)C(C#N)(C#N)C(c2ccc(Cl)cc2)C2CSCC=C12 (stereo unspecified)	-5.7	26.0
62	COc1cccc(-c2cc(CC#N)no2)c1	1.8	-19.6

# The listing continues:
no.	Compound	Pf apPOL inh	mHTT CaM bind
91	COc1ccc(-c2ccc(=O)n(CCCC(=O)Nc3ccc(F)c(C(F)(F)F)c3)n2)cc1	-3.4	3.8
92	COc1ccc(C(=O)NC2CC(C)(C)NC(C)(C)C2)cc1OC	-3.6	-2.8
93	O=C(Nc1ccc2c(c1)COCO2)c1cc2ccccc2oc1=O	-2.7	.
94	COc1ccc(C(C)NC(=O)c2ccc(C)s2)cc1 (stereo unspecified)	-3.3	1.7
95	CCc1ccc(N2C(=O)Nc3ccc(Br)cc3C2(O)C(=O)NC(C)CC)cc1 (stereo unspecified)	0.0	5.0
96	Cc1ccc(C(=O)NCCNc2ccc([N+](=O)[O-])cc2)cc1	-4.6	8.1
97	O=C(Nc1ccccc1)C1CCCN(c2ncnc3c2nc2n3CCCCC2)C1 (stereo unspecified)	-3.2	16.1
98	Cc1ccc(C)c(N2CCN(c3ncnc4c3nc3n4CCCCC3)CC2)c1	-3.0	32.0
99	CC(CNC(=O)C1CCN(c2cnn(Cc3ccccc3)c(=O)c2)CC1)c1ccccc1 (stereo unspecified)	3.8	-1.2
100	CCOC(=O)c1ccccc1NC(=O)N1CCc2c(nc3cc[nH]n3c2=O)C1	-1.4	12.5
101	Cc1c(Cl)c([N+](=O)[O-])nn1CCCC(=O)N(Cc1ccccc1)c1ccccc1	-5.7	31.0
102	COC(=O)C(C)Oc1cc2c(-c3cc4cccc(OC)c4o3)cc(=O)oc2cc1C (stereo unspecified)	-0.2	-6.5
103	CC(=O)C1=C(C)NC(SCC(=O)c2ccc([N+](=O)[O-])cc2)=C(C#N)C1c1ccccc1 (stereo unspecified)	-4.0	59.4*
104	CCN(CC1CC(c2ccc(Cl)cc2)=NO1)C(=O)C(C)C (stereo unspecified)	-11.9	0.3
105	CN1CCc2cc(C(CNC(=O)c3ccccc3F)N3CCCCC3)ccc21 (stereo unspecified)	-4.6	7.4
106	Cc1ccc(C2Cn3nnc(C(=O)NCc4ccc(F)cc4)c3CO2)cc1 (stereo unspecified)	-2.3	1.8
107	Cc1cc(C)c(OCC(=O)Nc2ccc([N+](=O)[O-])cc2C)c(Cl)c1	-9.6	3.5
108	O=C1c2ccccc2C(=O)N1Cc1ccc(S(=O)(=O)Nc2ccc(Cl)cn2)cc1	-0.4	-9.0
109	Cc1ccc([N+](=O)[O-])cc1NC(=O)COc1ccc2c(c1)CCCC2	-4.2	0.4
110	CCN1C(=O)C(C)(C(=O)Nc2ccccc2C)Oc2cccnc21 (stereo unspecified)	1.5	-6.3
111	CCN(CC)c1nc(C#N)nc(N2CCOCC2)n1	.	-6.2
112	Cc1cc(C)cc(C(=O)Nc2c3c(nn2-c2ccccc2C)CSC3)c1	-4.0	22.0
113	Cc1cc(F)ccc1NCc1ccncc1	0.5	-0.4
114	COc1ccccc1-c1noc(C2CCCN2C(=O)c2ccc3c(c2)OCO3)n1 (stereo unspecified)	-0.2	-1.4
115	Cc1c(C(=O)Nc2sccc2-c2nc3ccccc3s2)cnn1-c1ccccc1	-7.3	-19.1
116	Cc1sc2ccn(CC(C)C)c(=O)c2c1C(=O)N1CCN(c2ccccn2)CC1	-3.4	10.3
117	CCSc1nnc(NC(=O)CSc2nnc3c4ccccc4n(CC)c3n2)s1	1.2	-4.0
118	Cc1ccc(C2Nc3cc(C)c(C)cc3NC3=C2C(=O)CC(C)(C)C3)o1 (stereo unspecified)	-0.3	7.0
